TDP1 cell noCPT – qHTS for Inhibitors of human tyrosyl-DNA phosphodiesterase 1 (TDP1): qHTS in cells in absence of CPT. DT40 Tdp1-/- hTDP1 cells, no CPT, ATP luminescence, 48 h. Potency, µM (highest dose often 46.2 µM), inactives show at the top dose activity change, negative = growth inhibition, actives largely listed as inhibitors. 420,000 tested, 15% active; further: nearly all actives have a fitted effect of over 55% in size
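Readout: luminescence from CellTiter-Glo after 30 min in the dark at RT. Cells: DT40 Tdp1-/- with stable hTDP1, 400/well. Exposure: compounds alone, ≥48 hr, 37 °C.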
TDP1 inh – inhibitors of human tyrosyl-DNA phosphodiesterase TDP1. Potency, µM (highest dose often 130 µM), without a hit: top-dose activity change, negative = inhibition, actives largely listed as inhibitors. 350,000 tested, 0.28% active. recombinant TDP1, AlphaScreen DNA substrate cleavage. AID 485290. Q9NUW8; further: nearly all actives have a fitted effect of over 40% in size
Target sequence (Q9NUW8 whole entry, looked up): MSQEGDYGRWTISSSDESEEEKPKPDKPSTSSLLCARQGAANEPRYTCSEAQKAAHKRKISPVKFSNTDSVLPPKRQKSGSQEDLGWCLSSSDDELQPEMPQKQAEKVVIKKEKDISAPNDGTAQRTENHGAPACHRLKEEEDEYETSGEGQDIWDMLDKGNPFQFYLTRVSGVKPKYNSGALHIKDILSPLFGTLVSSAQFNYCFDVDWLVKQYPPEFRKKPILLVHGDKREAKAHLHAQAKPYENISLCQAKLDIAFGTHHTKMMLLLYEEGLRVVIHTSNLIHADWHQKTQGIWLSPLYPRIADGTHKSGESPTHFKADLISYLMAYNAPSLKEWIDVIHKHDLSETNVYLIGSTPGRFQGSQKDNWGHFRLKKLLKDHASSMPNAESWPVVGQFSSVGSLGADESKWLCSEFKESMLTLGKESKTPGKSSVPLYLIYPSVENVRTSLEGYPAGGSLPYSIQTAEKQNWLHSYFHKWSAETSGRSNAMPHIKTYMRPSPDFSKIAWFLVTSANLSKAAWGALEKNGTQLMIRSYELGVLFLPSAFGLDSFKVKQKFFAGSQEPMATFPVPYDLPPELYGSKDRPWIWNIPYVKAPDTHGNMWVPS
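Compounds were preincubated with Tdp1 (1 nM final) for 15 min at room temperature before substrate (15 nM final) started a 5 min reaction; beads (10 ug/ml final) were then added for 10 min before AlphaScreen detection.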
N370S GC mod – inhibits or activates N370S mutant glucocerebrosidase | N370S GC spleen homogenate, 4MU-glucoside fluorescence | P04062 | 330,000 tested, 0.092% active | Potency, µM (titrated, usually from 59.4 µM), inactives show at the highest dose activity change, negative = inhibition, hits mostly inhibitors;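 further: 0% = full enzyme activity and -100% = no enzyme basal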
Active calls of the source: *; ? = inconclusive; . = no result given; & = joins results of further samples; [ ] = remark or other dose. The call rests on the fitted dose curve; in most records, active means well fitted curve in the direction sought with a large enough effect; inconclusive means small, poorly fitted or top-dose-only effect, or another doubt; inactive means no such curve, though single readings can be large; an effect the other way counts as inactive or inconclusive. Unless noted, on the % scale 0 is the no-effect control and ±100 the full control effect; potency means the concentration at half of the fitted maximal effect.

SMILES	TDP1 cell noCPT	TDP1 inh	N370S GC mod
CCOc1ccc(N2CC(O)(c3cccs3)[N+]3=C2CCCC3)cc1 (stereo not given)	?	1%	6%
Cc1ccc(OCC(=O)NCc2ccc3c(c2)OCO3)c([N+](=O)[O-])n1	-20%	0%	6%
O=c1[nH]cc(S(=O)(=O)NCc2ccccc2)c(=O)[nH]1	32%[activator]	1%	8%
COc1ccccc1C(=O)NNC(=O)c1ccc(Br)cc1	-9%	.	-8%
Cc1nn(C)c(C(=O)Nc2cccc(Nc3ccccc3)c2)c1[N+](=O)[O-]	.	13%	-7%
CN(C)c1ccc(-c2nc(NCCc3cnc[nH]3)c3ccccc3n2)cc1	?	.	-15%
Cc1cc(OCC(=O)N2CCN(c3ncccn3)CC2)ccc1Cl	?	3%	-17%
CCCN(CCC)CCNC(=O)C1(O)c2ccccc2NC(=O)N1c1cccc(OC)c1 (stereo not given)	10%	.	-3%
CCNc1nc(-c2cc(C)n(Cc3ccco3)c2C)cs1	?	5%	10%
O=C(Nc1ccc(N2CCN(C(=O)c3ccc(Cl)cc3)CC2)cc1)c1ccc([N+](=O)[O-])o1	1.2µM*	5%	-8%
COc1ccc(-c2[nH]c3ccccc3c2SCCNC(=O)c2cc3ccccc3oc2=O)cc1	?	4%	?
O=C(Nc1nnc(-c2ccc3c(c2)CCCC3)o1)c1ccccc1	5.8µM*	13%	6%
O=C(NCCc1csc2nc(-c3ccccc3F)nn12)c1ccccc1C(F)(F)F	9.2µM*	7%	.
Cc1ccc(C2/C(=C(/O)c3ccc(OC(C)C)cc3)C(=O)C(=O)N2CCN2CCOCC2)cc1 (stereo not given)	-16%	10%	-16%
COc1cccc2sc(N(CCCN(C)C)C(=O)c3sc4ccccc4c3Cl)nc12	18µM*	5%	-7%
CCc1nnc(NC(=O)CCC(=O)NCCc2ccccc2)s1	13%	3%	-3%
Cc1ccc(CNC(=O)c2nc(SCc3cccc(C)c3)ncc2Cl)cc1	?	5%	.
COc1ccc(S(=O)(=O)NCc2csc(C)n2)cc1OC	12%	.	-1%
Cc1ccc(SCc2nc(-c3ccccn3)no2)cc1	?	5%	4%
CC1(C)CC2CC(C)(CN2C(=O)COC(=O)c2cccc(O)c2)C1 (stereo not given)	-5%	0%	.
COc1ccc(NC(=O)COC(=O)Cc2coc3cc(OC)ccc23)c(OC)c1	3%	0%	.
CCN(CC)C(=O)CSc1nc(N)c2c3c(sc2n1)CC(C)CC3 (stereo not given)	21µM*	-3%	4%
O=C(NNc1ncccc1Cl)c1c(Cl)cccc1Cl	?	6%	-13%
CCn1c2ccccc2c2cc(NC(=O)COc3cc(C)c(Cl)c(C)c3)ccc21	2%	2%	.
CCc1ccc(CN(C)C(=O)CCc2nnc(Cc3cccc(C)c3)o2)nc1	-13%	-3%	-6%
COc1ccccc1NC1=C(Cl)C(=O)N(C2CCCCC2)C1=O	26µM*	7%	3%
CCOc1ccccc1CNC(=O)C1CCN(c2nn3cc(-c4ccc(F)cc4)nc3s2)CC1	-19%	4%	.
CC(O)c1c(OCc2ccccc2)ncnc1OCc1ccccc1 (stereo not given)	?	-3%	2%
COc1ccc(S(=O)(=O)Nc2cccnc2)cc1OC	16%	.	-1%
COc1ccccc1N(CC(=O)NCc1ccccc1)C(=O)CCC(=O)Nc1nccs1	-24%	6%	-1%
CN(C)C(CNC(=O)C1CCN(S(=O)(=O)c2ccc(Cl)cc2)CC1)c1ccccc1 (stereo not given)	-27%	.	-10%
COc1ccc(S(=O)(=O)Nc2cccc3c2O[C@@H](CN(C)Cc2ccc(C(=O)O)cc2)[C@@H](C)CN([C@H](C)CO)C3=O)cc1	1%	2%	.
O=C(COc1ccc(-c2ccccc2)cc1)NNC(=O)Nc1ccccc1	-19%	1%	.
Cn1c(Cn2c(=O)sc3ccccc32)nnc1SCC(=O)NCc1ccco1	-5%	0%	3%
COc1ccc(-c2nc3cnc(N4CCNCC4)nc3n(CCC#N)c2=O)cc1	?	.	-3%
O=[N+]([O-])c1ccc(Sc2ccccn2)nc1	12%	10%	-3%

14 entries already listed, ordered by molecular weight, ascending:
SMILES	TDP1 cell noCPT	TDP1 inh	N370S GC mod
O=[N+]([O-])c1ccc(Sc2ccccn2)nc1	12%	10%	-3%
COc1ccc(S(=O)(=O)Nc2cccnc2)cc1OC	16%	.	-1%
O=C(NNc1ncccc1Cl)c1c(Cl)cccc1Cl	?	6%	-13%
CC1(C)CC2CC(C)(CN2C(=O)COC(=O)c2cccc(O)c2)C1 (stereo not given)	-5%	0%	.
COc1ccccc1NC1=C(Cl)C(=O)N(C2CCCCC2)C1=O	26µM*	7%	3%
O=C(COc1ccc(-c2ccccc2)cc1)NNC(=O)Nc1ccccc1	-19%	1%	.
CCN(CC)C(=O)CSc1nc(N)c2c3c(sc2n1)CC(C)CC3 (stereo not given)	21µM*	-3%	4%
CCc1ccc(CN(C)C(=O)CCc2nnc(Cc3cccc(C)c3)o2)nc1	-13%	-3%	-6%
COc1ccc(-c2nc3cnc(N4CCNCC4)nc3n(CCC#N)c2=O)cc1	?	.	-3%
CCn1c2ccccc2c2cc(NC(=O)COc3cc(C)c(Cl)c(C)c3)ccc21	2%	2%	.
Cn1c(Cn2c(=O)sc3ccccc32)nnc1SCC(=O)NCc1ccco1	-5%	0%	3%
CN(C)C(CNC(=O)C1CCN(S(=O)(=O)c2ccc(Cl)cc2)CC1)c1ccccc1 (stereo not given)	-27%	.	-10%
COc1ccccc1N(CC(=O)NCc1ccccc1)C(=O)CCC(=O)Nc1nccs1	-24%	6%	-1%
CCOc1ccccc1CNC(=O)C1CCN(c2nn3cc(-c4ccc(F)cc4)nc3s2)CC1	-19%	4%	.

More compounds.
SMILES	TDP1 cell noCPT	TDP1 inh	N370S GC mod
COc1cccc(CNc2ccc(N3CCCCC3)cc2)c1OC	?	15%	-4%
Cc1ccc(-c2noc(CN(C3CCCCC3)S(=O)(=O)c3ccc(Cl)cc3)n2)cc1	?	1%	.
CC(C)(C)c1ccc(S(=O)(=O)N2CCN(c3ncccn3)CC2)cc1	?	.	0%
COC(=O)N/N=C/c1cc(C)n(-c2cccc3ccccc23)c1C	-26%	9%	-9%
COc1ccc2nc(C)cc(Nc3cccc(C(=O)O)c3)c2c1	12%	.	-9%
CCCc1cc(N2CCOCC2)n2ncc(-c3ccccc3)c2n1	?	.	17%
COc1cc(CCC(=O)OCC(=O)Nc2ccc(C)cc2Cl)cc(OC)c1OC	11%	10%	-3%
Cc1sc(NC(=O)Nc2ccccc2)c(C(N)=O)c1C	-24%	8%	-19%
CC(C)/C=C1\CC/C(=C\c2ccc(N(C)C)cc2)C1=O	?	3%	0%
O=C(NC1CCCCC1)C(c1ccncc1)N(C(=O)c1csnn1)c1ccc(F)cc1 (stereo not given)	-9%	2%	-9%
O=C(CSc1nnc(-c2cccc(S(=O)(=O)N3CCCC3)c2)n1-c1ccccc1)Nc1cccc(C(=O)O)c1	18%	.	-5%
CCOC(=O)C1CCN(C(=O)COC(=O)Cc2ccc(Cl)cc2)CC1	-4%	.	-15%
CCN(CC)S(=O)(=O)c1ccc(Br)c(OC)c1	?	5%	-1%
CCS(=O)(=O)Nc1cccc(C2=NN(S(C)(=O)=O)C(c3ccccc3)C2)c1 (stereo not given)	-11%	2%	1%
O=C(CSc1nnc(-c2ccncc2)n1-c1ccccc1)NC1CC1	-20%	2%	1%
COc1cc(C(=O)N2CCN(c3cc(Cl)ccc3Cl)CC2)cc(OC)c1OC	0.41µM*	0%	0%
Cc1cccc(NC(=O)c2nc[nH]c2C(=O)N[C@@H](C)c2ccccc2)c1	29µM*	0%	.
O=C(Oc1c(CN2CCOCC2)cc(Cl)c2cccnc12)c1ccc(F)cc1	5.2µM*	4%	9%
COc1ccc(CCNC(=O)c2ccc3nc(-c4ccco4)c(-c4ccco4)nc3c2)cc1OC	21µM*	10µM*	2%
O=C(NCCCN1CCOCC1)c1ccc(Sc2ccc(F)cc2)c([N+](=O)[O-])c1	16µM*	8%	-25%
O=C(NN=C1CCCCCC1)c1ccc(Br)o1	4%	8%	8%
COc1ccc(NC(=O)CSc2nnc(CNc3ccc(F)cc3)o2)c(OC)c1	-20%	3%	4%
COc1ccc(NC(=O)COC(=O)c2c(F)cccc2Cl)cc1OC	.	3%	11%
N#Cc1ccccc1S(=O)(=O)N1CCN(C(=O)c2cc(-c3ccccc3)nn2-c2ccccc2)CC1	?	2%	0%

Record cards, as listed above. Screens in order: TDP1 cell noCPT, TDP1 inh, N370S GC mod
`COc1ccc(NC(=O)CSc2nnc(CNc3ccc(F)cc3)o2)c(OC)c1` is entered as -20%, 3%, 4%
`O=C(NCCCN1CCOCC1)c1ccc(Sc2ccc(F)cc2)c([N+](=O)[O-])c1` is entered as 16µM*, 8%, -25%

Other structures follow:
SMILES	TDP1 cell noCPT	TDP1 inh	N370S GC mod
Cc1c(C(=O)NCCCN2CCOCC2)sc2nc(-c3ccc(F)cc3)cn12	?	5%	-8%
COc1cc(C2C(C(C)=O)=C(C)Nc3ncnn32)ccc1O (stereo not given)	-5%	2%	-24%
N#Cc1ccc(C(=O)NC(=S)NC2CCCCC2)cc1	?	2%	.
O=C(NC(Cc1c[nH]c2ccccc12)C(=O)Nc1ccc(F)c([N+](=O)[O-])c1)c1cccs1 (stereo not given)	?	3%	6%
COc1ccc(C(CNC(=O)c2cccc(NS(=O)(=O)c3ccccc3)c2)N(C)C)cc1 (stereo not given)	-17%	4%	3%
COc1ccc(C)cc1NS(=O)(=O)c1ccc2c(c1)NC(=O)C(C)S2 (stereo not given)	?	7%	-6%
CC1=Nn2c(nnc2-c2cc(-c3ccccc3)n[nH]2)SC1	-19%	10%[56.1 µM]	?
CCOC(=O)c1c(NC(=S)Nc2ccc(C)cc2)sc2c1CCC2	?	10%	28%
CSCC[C@H](NC(=O)[C@H](CC(C)C)NC(=O)CNC(=O)[C@H](Cc1ccccc1)NC(=O)[C@H](Cc1ccccc1)NC(=O)[C@H](CCC(N)=O)NC(=O)[C@H](CCC(N)=O)NC(=O)[C@@H]1CCCN1C(=O)[C@H](CCCCN)NC(=O)[C@@H]1CCCN1C(=O)[C@H](CCCN=C(N)N)NC(=O)CCCCC1SCC2NC(=O)NC21)C(N)=O (stereo not given in full)	.	28%	-1%
Cc1c(C(=O)Nc2ccccc2)sc2ncn(CC(=O)N3CCCCC3)c(=O)c12	-16%	3%	3%
CCCN1C(=O)c2cc(C(=O)NC3CCCCCC3)ccc2C1O (stereo not given)	?	8%	-1%
COc1ccc(Nc2c3ccccc3nc3ccccc23)cc1	?	8%	?
CC(C)=CCN1CCNC(=O)C1CC(=O)NCc1nc(C)c(C)s1 (stereo not given)	-21%	0%	8%
CC1(C)Cc2c(sc3nc(-c4cccs4)n(N)c(=O)c23)CO1	23µM*	-6%	28%
Cn1c2ccccc2c(=O)n2c(=O)c3ccccc3cc12	.	-1%	-28%
O=C(/C=C/c1ccco1)NC(=S)Nc1ccc(C(=O)O)cc1	-13%	.	-15%
C/C(=N\N1CCN(c2ccccc2)CC1)c1ccncc1	5%	2%	3%
CCOC(=O)CSc1nc(C(C)(C)C)cc(C(F)(F)F)c1C#N	3%	5%	-3%
CCn1c(SCC(=O)NCc2cccs2)nnc1-c1cccs1	-5%	5%	6%
Cc1nc2c(-c3ccc(F)cc3)c(C)nn2c(C)c1CCC(=O)NC(C)CCc1ccco1 (stereo not given)	23µM*	-3%	-12%
O=C(/C=C/c1ccc(Cl)cc1)N(c1ccccn1)C1CCCCC1	21µM*	2%	15%
COc1cccc(NC(=O)CN(C)C(=O)CSc2ccc3c(c2)OCCO3)c1	-6%	3%	.
Cc1cc(C)c(S(=O)(=O)NCC(c2ccc(N(C)C)cc2)N2CCOCC2)c(C)c1 (stereo not given)	?	11%	.
O=C(COC(=O)Cc1ccc(Br)cc1)NC1CCCC1	-4%	1%	.
Cc1nc2ccn(Cc3cccs3)c(=O)c2cc1C(=O)Nc1ccccc1	?	7%	.
O=C(N/N=C/c1cccc(OC2CSC2)c1)c1ccccc1O	-3%	.	1%
Cc1ccc(NC(=O)c2cccc(S(=O)(=O)N3CCCc4ccccc43)c2)nc1	?	0%	.
CCOCc1c(C(=O)Nc2ccc3nc(N4CCOCC4)sc3c2)oc2ccccc12	?	1%[56.1 µM]	.
Cc1ccc(CNC(=O)c2cccc(-n3cnnn3)c2)cc1	0%	5%	4%
O=C(CSc1ncnc2c1nnn2Cc1ccccc1F)NCC1CCCO1 (stereo not given)	-25%	3%	1%
Cc1ccccc1NC(=O)CN(C)S(=O)(=O)c1cccc2nsnc12	-26%	6%	.
Cc1cccc(N(C)S(=O)(=O)c2ccc3c(c2)NC(=O)CC(=O)N3)c1	-5%&-11%	3%&4%	?
O=C(Cc1ccccc1)NNC(=O)C1CCN(c2ncccn2)CC1	-26%	3%	2%
CN(C)c1ccc(NC(=O)CSc2nnc(-c3cccs3)n2Cc2ccco2)cc1	-17%	10%	16%

Bioassay records: PubChem, National Center for Advancing Translational Sciences (NCATS)

The list is partial; rates above refer to the full screens.
